Source: PubChem
EPAC2 agonist: qHTS for Agonist of cAMP-regulated guanine nucleotide exchange factor 4 (EPAC2): primary screen; 360,000 compounds, 0.079% hits; AID 720711, 2013; Potency, µM (highest dose often 154 µM), for the others: at the top dose activation, actives largely listed as activators; EPAC2 activation, biochemical qHTS; response scale: 100% = 6.5 mM cAMP response; also: potency is read from the fitted curve at half-maximal effect; nearly all actives have a fitted effect of over 50% in size
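Setup: EPAC2 100 nM, labeled Rap1B complex 250 nM, free GDP 50 uM. Compound titrations pinned in, brief spin, 5 min room temperature incubation. Kinetic fluorescence read over 30 min, normalized to 6.5 mM cAMP.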
D3 antag: qHTS of D3 Dopamine Receptor Antagonist: qHTS; 360,000 compounds, 2.5% hits; D(3) dopamine receptor (Homo sapiens), P35462; D3R cells, DiscoveRx beta-arrestin luminescence, antagonist mode; stronger effect = lower value; max response, negative = inhibition, %; in the data active = max response below about -50%; inconclusive = no clear call, values can overlap the other calls; also: % is scaled to controls: 0 for no effect and ±100 for the full control effect; mostly tested at two doses, the higher about 12 µM
Target sequence (P35462 whole entry, looked up): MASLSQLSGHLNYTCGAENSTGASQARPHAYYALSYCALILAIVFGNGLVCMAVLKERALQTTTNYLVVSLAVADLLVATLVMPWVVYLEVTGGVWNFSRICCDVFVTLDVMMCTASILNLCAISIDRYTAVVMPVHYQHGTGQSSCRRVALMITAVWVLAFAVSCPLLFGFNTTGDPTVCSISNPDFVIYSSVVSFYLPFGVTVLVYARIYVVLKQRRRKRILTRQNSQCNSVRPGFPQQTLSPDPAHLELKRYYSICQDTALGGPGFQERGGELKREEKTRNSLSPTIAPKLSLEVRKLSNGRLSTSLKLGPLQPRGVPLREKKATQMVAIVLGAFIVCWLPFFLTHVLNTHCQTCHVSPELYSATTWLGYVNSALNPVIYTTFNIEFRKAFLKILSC
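Cells plated overnight at 1500 cells/well, then exposed to library compounds with dopamine controls for 90 minutes at 37 degrees C. DiscoveRx reagent added for 30–60 minutes at room temperature; luminescence read, quantitative HTS format.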
CCT modulator: High-Throughput Screening for Modulators of Cytosolic Chaperonin Activity; purified chaperonin ATPase assay, HTRF ADP detection, 30 min; 360,000 compounds, 0.3% hits; AID 651819, 2012; activity change, % (no concentration beside the values), hits read low; in the data active = activity change below about -30%; also: % is scaled to controls: 0 for no effect and ±100 for the full control effect
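We incubate TRiC, 40 or 20 nM final, with library compounds at 76 uM and 10 uM ATP for 30 min at 37 °C. ADP formed is detected with Transcreener HTRF reagents after 30 min at room temperature.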
EPAC2 antag: qHTS for Antagonist of cAMP-regulated guanine nucleotide exchange factor 2 (EPAC2): primary screen; Rap guanine nucleotide exchange factor 4 (Homo sapiens), Q8WZA2; EPAC2 GEF exchange of Rap1B-BODIPY-GDP, fluorescence; Potency, µM (doses to about 114 µM), for inactives: top-dose activity, negative = inhibition, usual class: inhibitors; 360,000 compounds, 0.18% hits; AID 720708, 2013; also: potency is read from the fitted curve at half-maximal effect; % is scaled to controls: 0 for no effect and ±100 for the full control effect; nearly all actives have a fitted effect of over 45% in size; many of its hits are not listed in these tables
D3 ag: qHTS of D3 Dopamine Receptor Agonist: qHTS; D(3) dopamine receptor (Homo sapiens), P35462; D3R DiscoveRx beta-arrestin cells, luminescence, 90 min; max activation, %; 410,000 compounds, 0.58% hits; in the data active = max activation above about 30%; also: 0% is about no effect; mostly tested at two doses, the higher about 12 µM
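Agonist mode: compounds and dopamine controls were applied to plated cells for 90 min at 37 degrees C after an overnight attachment at 1500 cells/well. Luminescent read-out followed 30 - 60 minutes at room temperature with DiscoveRx detection reagent.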
Akt phos inh: HTS Assay for Inhibitors of Akt Phophorylation: Primary Screen | Neuro2A IGF-stimulated pAkt S473 HTRF, 20 min; stronger effect = lower value | activity change, % for hits at 50 µM | 360,000 compounds, 0.32% hits | AID 651550, 2012; in the data active = activity change below about -80%; inconclusive = mostly about -51% to -80%; also: % is scaled to controls: 0 for no effect and ±100 for the full control effect
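Single-point screen (50 µM final compound) in Neuro2A cells stimulated 20 min with 6 nM IGF at 37 deg C. After lysis, Ser473-phosphorylated Akt read by HTRF (ex 330 nm, em 615/665 nm) as the 665/615 ratio.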
Mm-Cpn inhibitor: Inhibitors of TCP-1 ring complex (TRiC) of Methanococcus maripaludis (MmCpn): qHTS | 330,000 compounds, 0.031% hits | Chaperonin Mm-Cpn (Methanococcus maripaludis) | Potency, µM (series often up to 76.9 µM), without a hit: at the highest dose activity, negative = inhibition, actives largely listed as inhibitors | AID 504842, 2011 | purified Mm-Cpn ATPase, ADP Transcreener TR-FRET; also: potency is read from the fitted curve at half-maximal effect; % is scaled to controls: 0 for no effect and ±100 for the full control effect; nearly all actives have a fitted effect of over 80% in size
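TR-FRET (320 nm excitation; 590 and 665 nm emission) reports ADP made from 10 uM ATP by 25 nM enzyme; compounds were preincubated 10 min, reaction run 30 min, both at 37°C.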
PTHR1 agonist: qHTS for PTHR1 Agonists: Primary Screen | Parathyroid hormone/parathyroid hormone-related peptide receptor (Homo sapiens), Q03431 | 410,000 compounds, 0.075% hits | Potency, µM (series often up to 115 µM), for the others: at the top dose activation, actives largely listed as activators | HEK293 GP2 PTHR1 cells, GloSensor cAMP luminescence, 1 h | AID 743266, 2014; also: potency is read from the fitted curve at half-maximal effect; nearly all actives have a fitted effect of over 55% in size; some results filed as inactive show a strong effect at the top dose; inactives centre near -15; many of its hits are not listed in these tables
Target sequence (Q03431 whole entry, looked up): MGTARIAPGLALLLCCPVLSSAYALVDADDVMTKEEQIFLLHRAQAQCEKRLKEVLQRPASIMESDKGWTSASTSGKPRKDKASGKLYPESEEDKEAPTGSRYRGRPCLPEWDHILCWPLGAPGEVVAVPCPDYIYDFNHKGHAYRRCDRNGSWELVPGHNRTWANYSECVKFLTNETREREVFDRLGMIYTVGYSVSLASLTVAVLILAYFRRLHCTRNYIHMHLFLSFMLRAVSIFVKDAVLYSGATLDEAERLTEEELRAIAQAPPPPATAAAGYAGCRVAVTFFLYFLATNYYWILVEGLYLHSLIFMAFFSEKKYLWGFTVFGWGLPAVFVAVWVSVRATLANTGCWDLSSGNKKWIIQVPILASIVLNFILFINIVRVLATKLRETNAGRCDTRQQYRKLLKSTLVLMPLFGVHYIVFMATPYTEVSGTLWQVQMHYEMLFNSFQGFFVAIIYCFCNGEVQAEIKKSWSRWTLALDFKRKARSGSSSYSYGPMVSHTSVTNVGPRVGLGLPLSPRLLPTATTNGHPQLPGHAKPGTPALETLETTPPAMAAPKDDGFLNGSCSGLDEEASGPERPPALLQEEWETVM
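HEK-293-derived GP2 cells expressing PTHR1 and a GloSensor cAMP reporter, 3,000/well, plated overnight, given luciferin plus IBMX (each 0.5 mM as added) for 1 h at 37 °C, then compound for 1 h at 37 °C. Luminescence was read after 15 min at room temperature.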
* = called active by the depositor; i = inactive; ? = inconclusive; / = not tested or not shown; & = joins results of further samples; [ ] = dose if it differs, or a comment. Unless noted, calls follow the shape of the dose curve; as a rule, active = well fitted curve in the direction sought with a large enough effect; inconclusive = small, poorly fitted or top-dose-only effect, or another doubt; inactive = no such curve, though single readings can be large; an effect the other way counts as inactive or inconclusive. The list is partial; rates above refer to the full screens.

Second line of a record: PTHR1 agonist	D3 ag	CCT modulator	D3 antag	Mm-Cpn inhibitor	EPAC2 agonist	EPAC2 antag	Akt phos inh
> CC(N=C1NS(=O)(=O)c2ccccc21)C(=O)Nc1ccc(F)cc1Cl (stereo not drawn)
  -3.0%	1.8	1.4	3.9	-12.1%	3.5%	-26.0%	i
> CCn1c(COc2ccccc2OC)nnc1SCC(=O)NC1CCCC1
  -16.5%	3.7	1.7	5.0	3.9%	2.7%	-0.8%	i
> CCc1c(C)nc(Nc2nc(C)c3ccc(OC)cc3n2)[nH]c1=O
  i	13.8	-1.1	6.8	-0.2%	0.4%	2.2%	i
> O=C(NCCC1CCCCN1S(=O)(=O)c1ccc(F)cc1)C(=O)NCC1CCCO1 (stereo not drawn)
  i	-6.9	4.5	-26.1	0.8%	-2.0%	6.5%	i
> Cc1ccc(NCc2nnc(SCC(=O)N3CCCCC3)n2CC2CCCO2)c(C)c1 (stereo not drawn)
  -3.2%[57.5 µM]	0.3	-0.7	-9.3	/	3.7%	-5.1%	i
> COCCNC(=O)C1CC(=O)N(CCc2ccccc2)C1 (stereo not drawn)
  i	2.6	0.6	1.4	0.1%	1.7%	19.7%	i
> COc1ccc(C)cc1NS(=O)(=O)c1ccc2c(c1)N(C)CCO2
  -33.4%[inhibitor]	1.4	0.5	-3.1	0.6%	10.9%	-14.3%	i
> CCN(CC)C(=S)SCc1csc(CC(=O)Nc2ccccc2C)n1
  i	5.9	1.5	8.3	-3.7%	5.7%	0.8%	i
> CC(C)(C)OC(=O)N[C@@H](/C=C/c1ccccc1)C(=O)OC(C)(C)C
  2.9%	-5.2	-3.9	4.3	-3.9%	0.7%	-7.1%	i
> C[C@@H]1CN([C@@H](C)CO)C(=O)CCCn2nncc2CO[C@@H]1CN(C)C(=O)c1cc(-c2ccccc2)on1
  -26.2%	-4.3	-2.1	10.1	/	-9.2%	-15.0%	i
> COc1ccc(CC(=O)NNc2ncnc3c2cnn3-c2ccc(C)cc2)cc1
  i	7.1	-0.3	23.1	-0.4%	2.5%	0.5%	i
> O=C(Nc1ccccc1)Nc1cccn(Cc2c(F)cccc2Cl)c1=O
  -55.9%[inhibitor]	-4.4	0.0	-4.7	-7.2%	13.1%	5.2%	i
> Cc1nn(CC(=O)N2CCN(C(=O)c3ccco3)CC2)c(C)c1[N+](=O)[O-]
  i	2.3	-2.3	-13.6	1.4%	1.5%	11.3%	i
> CCCCN(C(=O)c1ccc(N(C)S(=O)(=O)c2ccc(C)cc2)cc1)c1c(N)n(CCC)c(=O)[nH]c1=O
  -21.1%	2.4	-2.6	13.7	2.9%	-7.0%	20.7%	i
> CCC1SC2=NC(C)=C(C(=O)OC)C(c3ccc(C)cc3)N2C1=O (stereo not drawn)
  -35.6%[inhibitor][57.5 µM]	3.5	-0.3	-8.7	-15.8%	14.3%	0.0%[57.1 µM]	i
> CC(C)(C)c1nnc(NC(=S)Nc2ccccc2)s1
  -24.4%	12.9	-2.0	-10.6	0.1%	3.5%	-3.1%	i
> Cc1cccc(C)c1NC(=O)CN(C)c1ccc(C(F)(F)F)cn1
  i	0.2	-4.3	-0.1	-2.0%	-13.5%	18.6%[57.1 µM]	i
> Cc1cccc(CC(=O)N2CCC(n3nccc3NC(=O)C3CC3)CC2)c1
  -19.3%	6.0	-56.4*	26.2	-1.8%	6.7%	11.2%	i
> CCOC(=O)N1CCN(C(=O)C(=O)Nc2ccc3nc4n(c(=O)c3c2)CCCCC4)CC1
  i	-8.4	-1.4	-4.7	-1.0%	1.5%	5.3%	i
> COc1ccc(Nc2ccc(N3C(=O)CCCC3=O)cc2[N+](=O)[O-])cc1OC
  i	-1.9	-1.7	-12.8	0.9%	3.4%	-11.5%	i

2 compounds from above, showing only D3 ag and EPAC2 antag:
SMILES,D3 ag,EPAC2 antag
O=C(NCCC1CCCCN1S(=O)(=O)c1ccc(F)cc1)C(=O)NCC1CCCO1 (stereo not drawn),-6.9,6.5%
Cc1ccc(NCc2nnc(SCC(=O)N3CCCCC3)n2CC2CCCO2)c(C)c1 (stereo not drawn),0.3,-5.1%

The list goes on.
Second line of a record: PTHR1 agonist	D3 ag	CCT modulator	D3 antag	Mm-Cpn inhibitor	EPAC2 agonist	EPAC2 antag	Akt phos inh
> CCCN1C(=O)/C(=N\OCC(=O)NC23CC4CC(CC(C4)C2)C3)c2ccccc21
  -0.4%	-3.5	0.3	-18.2	4.9%	5.3%	-1.3%	i
> Cc1cccc(C)c1NC(=O)C(C)N1CCCCC1 (stereo not drawn)
  -5.1%	-4.5	-1.0	18.2	4.2%	6.2%	0.2%	i
> CC1(C)N=c2ccc([N+](=O)[O-])c(N)c2=[N+]1[O-]
  -57.3%[inhibitor]	-6.0	2.3	-19.3	-3.4%	1.8%	0.1%	i
> O=C(C[C@@H]1C/C=C\C[C@@H](NC(=O)OCC2c3ccccc3-c3ccccc32)C(=O)OC[C@@H](Cc2ccccc2)NC1=O)NCCO
  -25.6%	-8.5	-2.2	13.1	-1.6%	5.2%	2.4%	i
> O=C(N1CCc2cc(S(=O)(=O)NC[C@H]3O[C@@H](n4ccc(=O)[nH]c4=O)[C@H](O)[C@@H]3O)ccc2C1)C(F)(F)F
  i	-4.9	-6.1	14.0	/	-3.2%	3.8%	i
> O=C(NCCc1cccc(F)c1)C1CCC(=O)N(C2CCCCCC2)C1 (stereo not drawn)
  i	-0.4	1.0	-4.2	-1.4%	0.3%	13.2%	i
> O=C(NC1CCN(Cc2ccccc2)CC1)c1ccc(Cl)cc1Cl
  -3.8%	-21.1	-2.7	?	-16.8%	8.1%	4.5%	i
> N/C(=N\OC(=O)c1ccc([N+](=O)[O-])cc1)c1cccnc1
  -60.9%[inhibitor]	1.6	-0.3	1.9	0.4%	-7.1%	-1.5%	i
> CC(C)(C)OC(=O)N(Cc1ccccc1)Cc1ccccc1OCc1cccc(NC(=O)c2ccccc2)c1
  i	-16.2	-1.4	0.0	/	9.5%	5.9%	i
> COc1ccc(/C=N/Nc2nc(-c3ccc(C)cc3)c(NC(C)=O)s2)cc1
  i	-1.6	-1.0	10.9	1.6%	4.4%	1.3%	i
> Cc1nn(C(=O)c2ccoc2C)c(N)c1-c1ccccc1
  -29.7%	-1.7	-1.3	0.4	1.8%	23.4%	-19.4%	i
> COc1ccc(CCC(=O)NCC23CC4CC(CC(C4)C2)C3)cc1
  -47.4%[inhibitor]	-4.0	-0.5	2.4	2.0%	3.5%	-2.6%	i
> COc1cc2c(cc1OC)CC(=O)N(C)CC2
  -16.4%	0.5	0.5	-8.4	-2.4%	0.4%	17.9%	i
> CCOc1ccc(CCNC(=O)c2cc(-c3ccccc3)c(N3CCOCC3)s2)cc1OCC
  -22.1%	4.5	-0.7	10.0	-0.7%	7.7%	-1.0%	i
> Cc1cccc(C)c1NC(=O)CN1CCN(C(=O)CCC(=O)N2CCC(c3ccccc3)=N2)CC1
  i	1.2	-1.1	3.5	/	-1.5%	-6.0%	i
> O=C(Nc1nc(-c2cccs2)cs1)c1ccco1
  i	-1.1	0.8	-8.2	-2.4%	7.5%	-3.5%	i
> Cc1[nH][nH]c(=O)c1N=Nc1ccc(Cl)cc1
  -26.4%	-10.9	-2.3	?	-2.3%	-6.8%	2.2%	i
> CC(=O)Nc1nc(-c2ccc3c(c2)OCO3)cs1
  -7.5%	-12.5	-2.5	2.1	2.3%	-2.1%	-2.0%	i
> COC(=O)c1ccccc1N(C)C(=O)C12CCC(C)(C(=O)O1)C2(C)C (stereo not drawn)
  i	-1.1	-1.2	-4.8	-1.3%	-4.1%	-3.8%	i
> COc1ccc(C)cc1NC(=O)CNC(c1ccccc1)c1ccccc1
  -15.9%	4.8	-1.0	48.2	1.2%	9.2%	?	i
> CC(=O)Nc1sc(N/N=C/c2ccccc2F)nc1-c1ccc(C)cc1
  -4.3%	3.3	0.1	0.0	-0.7%	1.2%	0.7%	i
> N#CCC(=O)Nc1ccc(C(=O)OCC(=O)c2ccc3c(c2)OCO3)cc1
  -66.1%[inhibitor]	-15.2	1.6	0.0	44.7µM*	5.2%	3.0%	i
> CCCCN(CCCC)CCNC(=O)CNC(=O)c1cccs1
  i	-17.5	1.7	-9.5	2.8%	-5.7%	3.3%	i
> CCC(=O)Nc1ccc(N2CCOCC2)c(S(=O)(=O)Nc2ccc(OC)cc2)c1
  -1.7%	-1.4	-2.3	-11.1	-3.3%	-0.5%	3.1%	i
> COc1ccc(C(=O)Nc2nnc(Cc3cccs3)s2)cc1OC
  i	4.5	1.7	-25.9	?	-7.8%	-2.3%	i
> COc1ccccc1NC(=O)NNC(=O)c1cc2ccccc2cc1O
  -20.3%	-11.1	-1.8	-23.6	0.0%	2.4%	4.5%	i
> CCOC(=O)C1=C(C)NC(SCC(=O)OC)=C(C#N)C1c1ccc(C(=O)OC)cc1 (stereo not drawn)
  -13.7%	-5.4&-20.4	2.5&-2.4	-6.8&2.0	-12.7%	-4.6%&6.5%	-2.4%&-5.1%	i
> CCCn1nnc(NC(=O)c2cccc(OCC(C)C)c2)n1
  -1.3%	0.5	-1.5	13.2	0.8%	-2.1%	12.0%	i
> O=C(c1ccccc1)N1CCC(c2nc(-c3ccc(S(=O)(=O)N4CCOCC4)cc3)no2)CC1
  -38.3%[inhibitor][57.5 µM]	7.9	-3.3	?	2.3%	-1.6%	3.9%	i
> CCOC(=O)Cn1c(=NC(=O)c2cccs2)sc2cc(C(=O)OC)ccc21
  i	6.6	-2.2	11.3	2.9%	8.5%	1.4%	i
> CCN(CC)S(=O)(=O)c1cc(NS(=O)(=O)c2cccc(Cl)c2)ccc1C
  -37.1%[inhibitor]	-10.8	-1.9	-24.3	0.3%	8.5%	-7.5%	i
